# Screens: PubChem BioAssay, National Center for Advancing Translational Sciences (NCATS)
# ERG-DNA inh = ERG Ets/DNA interaction inhibition. P11308. fluorescence polarization, His-ERG Ets domain / labelled DNA. Potency, µM (doses to about 76.9 µM), for the others: at the top dose FP activity, negative = inhibition, usual class: inhibitors. 370,000 compounds, 0.028% hits. AID 624246; active = well fitted inhibition curve with a large enough effect in the polarisation, with a control signal flat; inconclusive = small, poorly fitted or top-dose-only effect, or effect the other way, or a change in a side signal; inactive = no such curve, though single readings can be large or run the other way; the % refers to the polarisation;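 also: polarization taken with two DNA probes labelled with fluorescein and Texas red; potency is read from the fitted curve at half-maximal effect; % of control where 0% means no effect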
# Target sequence (P11308 whole entry, looked up, the tested form may be a part): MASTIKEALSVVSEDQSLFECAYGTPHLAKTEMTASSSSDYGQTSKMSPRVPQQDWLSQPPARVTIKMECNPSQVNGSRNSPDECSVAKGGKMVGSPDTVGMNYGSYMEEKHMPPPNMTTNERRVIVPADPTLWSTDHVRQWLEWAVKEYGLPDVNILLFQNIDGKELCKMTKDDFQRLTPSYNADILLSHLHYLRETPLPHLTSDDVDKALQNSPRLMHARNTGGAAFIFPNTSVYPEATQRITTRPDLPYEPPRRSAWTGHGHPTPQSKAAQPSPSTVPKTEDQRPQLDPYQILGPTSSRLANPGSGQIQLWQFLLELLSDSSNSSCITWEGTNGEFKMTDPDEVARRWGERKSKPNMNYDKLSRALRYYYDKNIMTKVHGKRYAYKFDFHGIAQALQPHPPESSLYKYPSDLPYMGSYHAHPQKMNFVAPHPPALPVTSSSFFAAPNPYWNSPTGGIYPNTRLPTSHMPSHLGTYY
#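 His-tagged ERG Ets domain (1 uM in the protein solution; 300mM KCl, 50mM Tris-HCl, 1mM EDTA, 1mM DTT, pH 7.5) received compound, then a probe mix of 5 nM fluorescein-DNA and 100nM Texas-615-DNA. Fluorescence polarization was read for both dyes.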
# POLB inh = DNA polymerase beta (human) inhibition; AID 485314; 340,000 compounds, 1.3% hits; P06746; Pol beta primer extension/strand displacement, fluorescence kinetic; Potency, µM (series often up to 114 µM), without a hit: at the top dose activity change, negative = inhibition, most hits filed as inhibitors; also: potency is read from the fitted curve at half-maximal effect; % is scaled to controls: 0 for no effect and ±100 for the full control effect
#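 Human Pol beta at 10 nM; strand-displacement substrate 50 nM final. Compound exposure 15 min at room temperature before start, reaction 10 min at room temperature.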
# Pol kappa inh = blocks human DNA polymerase kappa activity; Q9UBT6; purified Pol kappa, fluorescent DNA synthesis assay, 10 min; Potency, µM (titrated, usually from 107 µM), without a hit: at the highest dose activity, negative = inhibition, actives largely listed as inhibitors; 400,000 compounds, 0.53% hits; also: potency is read from the fitted curve at half-maximal effect; % is scaled to controls: 0 for no effect and ±100 for the full control effect
#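 Enzyme at 10 nM met test compounds for 15 min at room temperature. Substrate addition (50 nM final) began the reaction, which was monitored by fluorescence at 0 and 10 min.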
# Anesthetic bind = candidate novel general anesthetic via apoferritin binding. P02791. apoferritin/1-aminoanthracene competitive binding, fluorescence. Potency, µM (top dose mostly 77.5 µM), for the others: at the highest dose activity change, negative = displacement, hits mostly inhibitors. 350,000 compounds, 0.074% hits. AID 485281; also: potency is read from the fitted curve at half-maximal effect; % is scaled to controls: 0 for no effect and ±100 for the full control effect; nearly all actives have a fitted effect of over 20% in size
# Target sequence (P02791 2-175 limits assumed): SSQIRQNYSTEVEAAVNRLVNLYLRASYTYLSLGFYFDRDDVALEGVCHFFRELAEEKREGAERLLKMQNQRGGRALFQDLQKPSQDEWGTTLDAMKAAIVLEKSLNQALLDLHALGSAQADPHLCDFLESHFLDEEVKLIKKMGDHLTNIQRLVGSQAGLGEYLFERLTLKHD
#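 Steps: apoferritin (10 uM) was premixed with half-saturated 1-AMA in PBS, compounds were pin-transferred, plates stood 10 min at room temperature, fluorescence was read at 380/535 nm, and curves were fitted with a Hill equation.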
# TRHR ag = activates the human TRH receptor | AID 493084 | activation, % at 2 µM | TRHR cells, calcium flux fluo-8, FDSS agonist mode | P34981 | 360,000 compounds, 0.18% hits; in the data active = activation above about 30%; also: 0% is about no effect
# Target sequence (P34981 whole entry, looked up): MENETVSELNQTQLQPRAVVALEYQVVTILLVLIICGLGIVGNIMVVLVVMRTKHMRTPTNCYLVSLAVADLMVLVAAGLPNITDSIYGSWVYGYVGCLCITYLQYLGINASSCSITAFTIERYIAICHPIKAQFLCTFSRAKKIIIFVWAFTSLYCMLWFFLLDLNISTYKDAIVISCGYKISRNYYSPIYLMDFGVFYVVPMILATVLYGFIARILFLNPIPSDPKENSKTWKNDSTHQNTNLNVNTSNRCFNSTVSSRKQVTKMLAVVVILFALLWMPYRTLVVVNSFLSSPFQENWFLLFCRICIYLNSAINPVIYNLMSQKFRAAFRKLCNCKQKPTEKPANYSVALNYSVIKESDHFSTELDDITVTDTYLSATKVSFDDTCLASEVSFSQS
#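 Fluo-8-loaded TRHR cells; 10 s baseline, compound added, kinetic Ca2+ fluorescence read 1/s, agonist mode.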
# Pol iota inh = blocks human DNA polymerase iota activity. Q9UNA4. Pol iota fluorescent replication assay, 10 min. 390,000 compounds, 1% hits. AID 588590. Potency, µM (titrated, usually from 115 µM), for the others: at the top dose activity, negative = inhibition, most hits filed as inhibitors; also: potency is read from the fitted curve at half-maximal effect
#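 Fluorescent replication assay read twice, at 0 min and 10 min after adding 50 nM (final) substrate. Enzyme (10 nM) and compounds were first incubated 15 min at room temperature; enzyme-free buffer wells were negative controls.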
# 12-LOX inh = inhibitors of human 12S-lipoxygenase ALOX12. P18054. purified 12hLO, xylenol orange hydroperoxide absorbance. Potency, µM (highest dose often 108 µM), for inactives: at the highest dose activity change, negative = inhibition, hits mostly inhibitors. 580,000 compounds, 1.1% hits. AID 1671190; also: potency is read from the fitted curve at half-maximal effect; % is scaled to controls: 0 for no effect and ±100 for the full control effect
#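 Hydroperoxide product was detected by ferrous iron/xylenol orange as the 573 to 405 nm absorbance ratio. Arachidonic acid at 40 uM (final) was turned over for 30 min at room temperature by 150 nM human 12hLO, pH 7.0 Hepes buffer, after 15 min compound preincubation.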
# BLM helicase inh = Bloom syndrome helicase (human) inhibition; P54132; Potency, µM (top dose mostly 56.1 µM), inactives show at the highest dose activity change, negative = inhibition, usual class: inhibitors; recombinant BLM DNA unwinding, fluorescence dequenching; AID 2528; 350,000 compounds, 0.2% hits;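 also: potency is read from the fitted curve at half-maximal effect; plate controls were vehicle for no effect and no enzyme for full effect; nearly all actives have a fitted effect of over 35% in size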
# APEX1 inh = inhibitors of human APE1 endonuclease; P27695; recombinant APE1, TAMRA/BHQ-2 abasic DNA cleavage fluorescence; Potency, µM (series often up to 65.8 µM), without a hit: at the highest dose activity change, negative = inhibition, actives largely listed as inhibitors; 350,000 compounds, 0.35% hits;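 also: potency is read from the fitted curve at half-maximal effect; plate controls were vehicle for no effect and reference inhibitor for full effect; nearly all actives have a fitted effect of over 55% in size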
#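 Step 1: APE1 (0.75 nM) with compound, 15 min RT. Step 2: add 50 nM fluorophore/quencher THF duplex. Step 3: three fluorescence reads 60 s apart (525/598 nm); read 3 minus read 1 = reaction progress.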
# The depositor's hits bear a star; ? = inconclusive; · = not tested or not shown; & = joins results of further samples; [ ] = another dose, or the depositor's remark. Unless noted, calls follow the shape of the dose curve; as a rule, active = well fitted curve in the direction sought with a large enough effect; inconclusive = small, poorly fitted or top-dose-only effect, or another doubt; inactive = no such curve, though single readings can be large; an effect the other way counts as inactive or inconclusive. An excerpt, so the mix of outcomes need not match the whole.
ERG-DNA inh	POLB inh	Pol kappa inh	Anesthetic bind	TRHR ag	Pol iota inh	12-LOX inh	BLM helicase inh	APEX1 inh	SMILES
-3%	-1%	-2%	0%	-0.4	-7%	-28%	2%	6%	COc1ccccc1C(=O)NC1CCN(C(=O)Nc2ccc(C)cc2)CC1
-4%	14%	8%	-6%	-0.1	-10%	0%	-1%	5%	FC(F)(F)c1cnc(N/N=C/c2ccncc2)c(Cl)c1
0%&6%	-19%&-1%	13%&3%	207%[activator]	0.2&-0.4	52%&22%[activator]	-24%&0%	6%&-1%	29%	CCCN1CCN(CCCNC(=O)c2cc3c(s2)-c2ccccc2OC3)CC1
2%	7%	-8%[60.1 µM]	-14%	0.4	5%	?	-12%	·	O=C(Nc1cccc(Cl)c1)Nc1ccccc1OCc1cc(=O)n2ccccc2n1
6%	19%	2%	-8%	-1.0	80%[activator]	7%	-5%	-6%	COc1ccc(C(=O)N/N=c2\oc3ccccc3cc2C(N)=O)cc1
8%	22%	21%	-7%	0.2	45%	0%	-3%	25%	CN(C)/C(=N\S(=O)(=O)c1ccc(Br)cc1)c1ccccc1
-1%	·	-14%	·	-0.2	-1%	-5%	·	-12%	O=C(COC(=O)c1cccc(S(=O)(=O)N2CCCCCC2)c1)NCc1ccc(Cl)cc1
0%	-7%	-13%	267%[activator]	0.4	14%	-13%	5%	-1%	COc1ccc(/C=C/c2cc(-c3ccc(C)cc3)o[n+]2C)cc1
12%	-9%	-3%	-3%	0.1	-7%	-2%	2%	1%	CCS(=O)(=O)N1CCC(C(=O)NC2CCCCCCC2)CC1
12%	0%	7%	-4%	-0.2	26%	-4%	-5%	5%	CC1(C)Cc2ccccc2-c2nc3n(c(=O)c21)CCS3
12%	?	-22%	-17%	-0.3	?	35µM*	-23%	8%	CCCOC(=O)/C(=C\C=C\c1ccco1)NC(=O)c1ccccc1
-4%	-1%	-17%	-8%	0.4	10%	-6%	-6%	-4%	Nc1c(Cl)c(Cl)nc(C(=O)N/N=C/c2cccnc2)c1Cl
-14%	-1%	5%	-19%	-0.2	1%	11%	-3%	7%	Cn1c(=O)oc2cc(S(=O)(=O)N3CCCC(C(=O)NCc4cccs4)C3)ccc21 (stereo not drawn)
2%	31%	1%	1%	0.3	15%	-6%	-1%	10%	COc1ccccc1OCC(O)CN1C(=O)NC(C)(C)C1=O (stereo not drawn)
-3%	-15%	-5%	2%	-0.3	9%	0%	-8%	-3%	Cc1ccc(Nc2nc(N)nc(CSc3nnc(-c4ccncc4)o3)n2)cc1
7%	31%	4%[60.1 µM]	1%	0.1	-20%	2%	5%	1%	COc1cc(C(=O)N/N=C(\c2ccccc2)c2ccccn2)cc(OC)c1OC
-12%	17%	-1%	-15%	0.1	38%[activator]	5%	1%	-4%	Cn1c(COc2ccc(Cl)cc2)nnc1SCC(=O)Nc1ccc2c(c1)CCC2
7%	5%	2%	-8%	-0.1	12%	-17%	-3%	0%	COc1ccc(CNc2ccc([N+](=O)[O-])cc2C)cc1
·	0%	·	-8%	-1.2	·	·	3%	-7%	CN(C)C(=O)NC(O)C(Cl)Cl (stereo not drawn)
-9%	·	7%	·	0.0	17%	-10%	·	37%	CCc1noc(C)c1C(=O)NNC(=O)COc1ccc(C)cc1
-1%	-2%	1%	-12%	-0.6	106%[activator]	3%	3%	-1%	CC1CN(C)C(C)c2c1oc1ccc([N+](=O)[O-])cc21 (stereo not drawn)
·	23%	·	-2%	0.6	·	·	-6%	-9%	O=C1COc2ccc(N3C(=O)C=CC3=O)cc2N1
0%	-11%	-8%	-5%	0.7	51%[activator]	96%[activator]	-2%	1%	CC(C)S(=O)(=O)c1cnc(N2CCOCC2)nc1N
7%	-22%	-7%	-16%	-0.8	11%	?	-3%	0%	CCOc1ccc(CNC(=S)N/N=C\c2ccc([N+](=O)[O-])cc2)cc1

# 3 of the entries above in order of the POLB inh value, rising.
ERG-DNA inh	POLB inh	Pol kappa inh	Anesthetic bind	TRHR ag	Pol iota inh	12-LOX inh	BLM helicase inh	APEX1 inh	SMILES
7%	-22%	-7%	-16%	-0.8	11%	?	-3%	0%	CCOc1ccc(CNC(=S)N/N=C\c2ccc([N+](=O)[O-])cc2)cc1
-1%	-2%	1%	-12%	-0.6	106%[activator]	3%	3%	-1%	CC1CN(C)C(C)c2c1oc1ccc([N+](=O)[O-])cc21 (stereo not drawn)
·	23%	·	-2%	0.6	·	·	-6%	-9%	O=C1COc2ccc(N3C(=O)C=CC3=O)cc2N1

# Continued.
ERG-DNA inh	POLB inh	Pol kappa inh	Anesthetic bind	TRHR ag	Pol iota inh	12-LOX inh	BLM helicase inh	APEX1 inh	SMILES
28%	·	-14%	·	1.0	?	?	·	-10%	CCCCCCSc1ccc([C@@H]2[C@H]3C(=O)N(CC)C(=O)[C@H]3[C@]3(C(=O)OC)CCCN23)cc1
·	·	-13%[60.1 µM]	·	·	·	-24%	0%	7%	COc1ccc(-n2c(=O)c(CCc3ccccc3)nc3cnc(N4CCNCC4)nc32)cc1
-1%	-14%	-6%	-20%	-0.3	?	0%	-12%	3%	Cc1cc(C(=O)CSc2nnc(-c3cccnc3)n2-c2ccccc2F)c(C)n1C
6%	-2%	2%	-12%	-0.1	22%	0%	-2%	4%	Oc1ccccc1-c1nc(N2CCCC2)c2ccccc2n1
1%	1%	8%	-14%	-0.1	53%[activator]	2%	-5%	-7%	N=C1SC(CC(=O)Nc2ccccc2[N+](=O)[O-])C(=O)N1c1ccccc1 (stereo not drawn)
-2%	-17%	-14%	-6%	0.3	7%	13%	1%	4%	CCCS(=O)(=O)N1CCC(C(=O)NCCN2CCCC2)CC1
-8%	-2%	-13%	-13%	0.0	24%	-16%	-6%	·	CCOc1ccc2c(c1)c(=O)c(C(=O)c1ccc3c(c1)OCO3)cn2Cc1ccc(F)cc1
5%	40µM*	-15%	-20%	-0.5	?	?	-12%	-22%	CCCN(CC(=O)Nc1ccccc1C)C(=O)Cc1coc2cc(C)ccc12
1%	15%	0%	-11%	-0.5	74%[activator]	1%	-4%	3%	Cc1ccc(Cl)cc1N1CCN(C(=O)C(=O)N2CCCCC2)CC1
0%	-8%	4%	-2%	-1.3	56%[activator]	-2%	-6%	61%[activator]	COc1ccc(CNC(=O)C(OC(=O)c2ccco2)c2ccccc2)cc1 (stereo not drawn)
·	·	-6%	-11%	·	-1%	·	-5%	-7%	COc1ccc(C2/C=C\CN(C(=O)C3CCCCC3)C(C)C(=O)N2Cc2ccc(F)cc2)cc1 (stereo not drawn)
7%	-11%	-14%[60.1 µM]	-3%	-0.5	-11%	?	-2%	·	COc1ccc(NC(=O)CSc2nc(-c3cccs3)cc(C(F)(F)F)n2)cc1OC
4%	-5%	-7%	-12%	0.1	?	192%[activator]	-10%	12%	CC(=O)Nc1ccc(S(=O)(=O)N2CCN(c3cc(C(F)(F)F)ccn3)CC2)cc1
-6%	4%	-9%	4%	-0.5	12%	1%	-5%	21%	C/C=C/c1ccc(OCC(=O)N2CCc3cc(OC)c(OC)cc3C2)c(OC)c1
9%	·	-3%	·	0.6	24%	3%	·	15%	O=C(CSc1ncnc2sccc12)NCc1ccc2c(c1)OCO2
-5%	2%	-32%	-8%	0.7	6%	?	-1%	1%	CC1(C)CC(=O)c2c(oc3ccc(NS(=O)(=O)c4ccc(C(=O)O)cc4)cc23)C1
·	-1%	-3%	-7%	-1.0	1%	-14%	2%	11%	O=C(O)c1cccc(N2C(=O)C3CC=CCC3C2=O)c1 (stereo not drawn)
0%	21%	-7%	-3%	0.4	40%[activator]	-8%	-5%	4%	COc1ccc(OCCCC(=O)NCCc2ccc(OC)c(OC)c2)cc1
8%	10%	0%	4%	-0.6	?	-9%	0%	1%	CCOc1c2ccc(C(=O)NCc3ccccc3OC)cc2nn1CC
-2%	8%	-21%	-4%	0.4	-13%	103%[activator]	-7%	62%[activator]	O=C(NNC(=S)NCc1ccccc1)c1cccnc1
7%	·	-11%	·	·	158%[activator]	2%	·	·	CN(C(=O)C=Cc1ccccc1)c1ccccc1
-1%	·	-10%	·	·	-3%	-14%	·	3%	CCOC(=O)c1ccc(S(=O)(=O)NNC(=O)Cc2csc(C)n2)cc1
-1%	·	-14%	·	·	-7%	·	·	?	CC[C@]1(C(=O)OC)[C@H]2C(=O)N(Cc3ccccc3)C(=O)[C@H]2[C@H]2CN=C(SCc3ccc(Cl)cc3)N21
·	·	-14%	?	·	-17%	·	-4%	-2%	CC1CC=CC2C1C(=O)N(Cc1ccccc1)C2c1cccc([N+](=O)[O-])c1 (stereo not drawn)
-6%	·	-10%	·	·	-22%	8%	·	1%	CN(c1ccccc1)S(=O)(=O)c1cccc(C(=O)OCC(=O)NCc2ccccc2)c1
-9%	-11%	1%	33%[activator]	-1.1	-15%	-2%	0%	·	Cc1ccc(NC(=O)c2ccc(CN3CC(=O)N4CCCCC4C3=O)cc2)cc1 (stereo not drawn)
-1%	26%	-19%	-9%	-0.3	7%	-7%	0%	1%	O=C(CCn1c(=S)[nH]c2ccccc2c1=O)NCCCN1CCOCC1
1%	49%	-8%	-3%	0.5	6%	8%	-1%	-6%	COCCC(=O)N1CCC(Oc2ccc(C(=O)NCCn3cccn3)cc2)CC1
1%	31%	-2%	-5%	-0.8	20%	-5%	-3%	-14%	CC1CCN(c2ccc(-c3cccs3)nn2)CC1
9%	4%	6%	?	-0.4	14%	?	-16%	·	Cc1ccc(NS(=O)(=O)c2ccc3c(c2)[C@H]2C=CC[C@H]2[C@@H](c2ccc(F)cc2)N3)cc1C
3%	16%	8%	1%	0.2	16%	0%	3%	-4%	O=[N+]([O-])c1cccc(S(=O)(=O)NCCc2cn3ccccc3n2)c1
